Jurkat NFkB inh = inhibitors of induced NF-kB luciferase reporter, primary screen, TCR NF-kB activation inhibitor project, cell-based, luminescence, uHTS | AID 435003, 2010 | inhibition, % at 4 µM | 0.53% of 330,000 active | Jurkat, PMA/ionomycin-induced NF-kB luciferase reporter; in the data active = inhibition above about 50%
CHOP UPR activ = activators of apoptotic CHOP UPR arm, primary screen, cell-based, CHO-CHOP luciferase reporter, luminescence, uHTS; UPR activation; percent of tunicamycin response over DMSO baseline; 0.34% of 330,000 active; activation, % at 10 µM;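 active = at 10 µM dose, activation of 40% or more, normalized to positive control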;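 also: 100% = tunicamycin at 10 µg/mL and 0% = DMSO alone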
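assay system = CHO CHOP reporter cells | amount = 500 CHO-CHOP cells per well | buffer or medium = F12 with 10% FBS | incubation = 16-18 h cell attachment, then 6 h compound exposure, 37 °C | detection = luminescence read with Steady-Glo | read-out = percent activation relative to tunicamycin control | controls = tunicamycin high control, DMSO low control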
697 NFkB inh = inhibitors of PMA/ionomycin-induced NF-kB reporter, 697 cells, primary screen, B-cell NF-kB inhibitor project, cell-based, luminescence, uHTS. 0.33% of 330,000 active. inhibition, % at 4 µM. AID 435022, 2010. 697 B-cell NF-kB luciferase reporter, 16 h; in the data active = inhibition above about 35%
Gli-Sufu antag = Gli-Sufu pathway antagonists, primary screen, luciferase luminescence, Sufu-KO-LIGHT cells, uHTS. Sufu-KO-LIGHT fibroblasts, Gli luciferase reporter luminescence. inhibition, % at 5 µM. 0.74% of 340,000 active. AID 588413, 2011;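 active = inhibition above about 55%, limit read from the data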;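 also: 0% = DMSO-treated cells and 100% = wells with medium but no cells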
EBI2 block = EBI2 receptor antagonists, beta-arrestin recruitment, primary screen, cell-based, luminescence, 7a,25-OHC stimulation, uHTS. inhibition, % at 5 µM. G-protein coupled receptor 183 (Homo sapiens), P32249. 7a,25-OHC stimulated. AID 651636, 2012. 0.81% of 360,000 active; in the data active = inhibition above about 38%;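 also: enzyme fragment complementation signal reports receptor beta-arrestin coupling in cells; 0% = agonist plus DMSO wells and 100% = wells without agonist; some results beyond the cut were filed as inactive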
CCR6 antagonist = CCR6 receptor antagonists, primary screen, cell-based, CHO-K1, luminescence, beta-arrestin, uHTS; CHO-K1 CCR6 PathHunter beta-arrestin, CCL20-stimulated; inhibition, % at 20 µM; 0.49% of 340,000 active;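 active = compounds whose inhibition of the agonist-driven luminescence signal at 20 µM reaches about 50%, limit read from the data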;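 also: cells stimulated with CCL20 at 14 nM final; plate controls were DMSO with CCL20 for no effect and DMSO without agonist for full effect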
CXCR6 block = CXCR6 receptor inhibitors, primary screen, cell-based, beta-arrestin, luminescence, CHO-K1 PathHunter, 1536-well; C-X-C chemokine receptor type 6 (Homo sapiens), O00574; inhibition, % at 20 µM; 0.36% of 360,000 active; AID 602244, 2012; in the data active = inhibition above about 34%, passing the limit was not always enough;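 also: antagonist mode with CXCL16 agonist at 10 nM final; 0% = 10 nM CXCL16 with DMSO and 100% = unstimulated wells without agonist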
Mdm2 MdmX PPI = inhibitors of human Mdm2-MdmX association, primary screen, cell-based, luminescence, split luciferase, SaOS-2, uHTS | Protein Mdm4 (Homo sapiens) + E3 ubiquitin-protein ligase Mdm2 (Homo sapiens), … | SaOS-2 split-luciferase Mdm2/MdmX complementation | inhibition, % at 8 µM | 3% of 330,000 active;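 active = inhibition of at least 50% at 8 µM in the primary screen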
Target sequence (O15151 whole entry, looked up): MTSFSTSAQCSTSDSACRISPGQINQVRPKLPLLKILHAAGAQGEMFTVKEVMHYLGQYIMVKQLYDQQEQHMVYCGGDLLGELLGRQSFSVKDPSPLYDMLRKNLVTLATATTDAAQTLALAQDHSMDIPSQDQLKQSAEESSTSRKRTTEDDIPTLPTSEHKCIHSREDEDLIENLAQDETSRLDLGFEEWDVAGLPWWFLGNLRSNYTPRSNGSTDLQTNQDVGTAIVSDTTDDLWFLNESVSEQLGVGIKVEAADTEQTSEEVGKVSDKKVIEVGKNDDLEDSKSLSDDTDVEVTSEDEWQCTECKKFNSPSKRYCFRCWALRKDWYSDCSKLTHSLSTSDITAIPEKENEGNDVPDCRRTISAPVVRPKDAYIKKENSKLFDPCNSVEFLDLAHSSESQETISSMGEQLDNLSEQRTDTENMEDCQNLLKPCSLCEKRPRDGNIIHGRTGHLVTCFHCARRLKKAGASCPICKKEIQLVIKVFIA
Target sequence (Q00987 whole entry, looked up): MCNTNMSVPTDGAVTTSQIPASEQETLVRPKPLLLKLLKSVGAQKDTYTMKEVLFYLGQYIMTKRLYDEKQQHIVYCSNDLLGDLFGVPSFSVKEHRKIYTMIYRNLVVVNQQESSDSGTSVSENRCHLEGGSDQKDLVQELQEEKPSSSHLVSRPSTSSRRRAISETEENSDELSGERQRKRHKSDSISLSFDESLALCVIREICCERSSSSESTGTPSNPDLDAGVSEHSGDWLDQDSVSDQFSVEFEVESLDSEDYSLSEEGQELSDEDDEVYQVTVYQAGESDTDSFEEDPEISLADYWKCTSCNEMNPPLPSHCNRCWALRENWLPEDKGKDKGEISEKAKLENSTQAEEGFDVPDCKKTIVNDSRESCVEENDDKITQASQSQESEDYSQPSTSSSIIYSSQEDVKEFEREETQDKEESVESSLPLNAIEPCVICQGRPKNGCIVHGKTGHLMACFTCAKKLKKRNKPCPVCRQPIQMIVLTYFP
XBP1 UPR activ = activators of adaptive XBP1 UPR arm, primary screen, cell-based, CHO-XBP1 luciferase reporter, luminescence, uHTS; 0.33% of 330,000 active; IRE1-XBP1 UPR activation; percent of tunicamycin response, DMSO as zero; activation, % at 20 µM;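 active = versus positive control, 20 µM dose yields 30% or more activation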;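 also: 100% = tunicamycin at 10 µg/mL and 0% = DMSO only wells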
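Signal: luciferase luminescence; Assay system: CHO-XBP1 luciferase reporter cells; Amount: one thousand reporter cells per well; Dosing: 20 µM single concentration, DMSO 1%; Benchmarks: high control tunicamycin 10 µg/mL final, low control DMSO vehicle only; Schedule: 6 h compound exposure at 37 °C, 5% CO2; Evaluation: percent activation relative to tunicamycin reference.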
The depositor's hits bear a star; . = no result given.

SMILES	Jurkat NFkB inh	CHOP UPR activ	697 NFkB inh	Gli-Sufu antag	EBI2 block	CCR6 antagonist	CXCR6 block	Mdm2 MdmX PPI	XBP1 UPR activ
O=C(NCCN1CCN(c2ccc([N+](=O)[O-])cc2)CC1)NCc1ccccc1	-3	-2.2	-27	41	6	15	1	-27	-5
CNCC(O)CN(c1ccccc1)c1ccccc1 (stereo unspecified)	11	2.3	15	-5	-2	-12	-6	8	0
Cc1ccc(NC(=O)c2ccc(CSc3ccccn3)cc2)cc1	-20	0.2	-17	7	46*	2	0	-19	2
CCOc1ccccc1OCC(=O)Nc1ccc(N2CCOCC2)cc1N1CCOCC1	3	1.6	-18	-1	-3	-2	-1	11	1
CCC(C)NC(=S)Nc1ccc(F)cc1 (stereo unspecified)	2	1.6	7	7	12	5	-4	-19	-1
C=C(C)/C=N/NC(=S)Nc1ccc(S(=O)(=O)N2CCOCC2)cc1	-2	-0.2	-4	-3	6	13	-3	-2	1
Cc1cccc(OCC(=O)NCC(c2ccco2)N2CCCC2)c1 (stereo unspecified)	-13	0.2	-12	17	-9	8	-6	-3	-2
CCOc1ccc(C(=O)NCCC2=CCCCC2)cc1OCC	-6	-0.4	4	0	2	6	-13	-2	-1
Cc1cc(C)n2c(SCc3cccs3)nnc2n1	3	0.5	-17	-3	1	-6	7	-3	0
COc1ccc(Cl)cc1C(=O)Nc1cccc2ncccc12	0	-2.3	5	-3	13	26	2	20	-5
Cc1cccc(N2C(=O)Cc3ccccc3C2=O)c1	2	0.5	-12	29	-6	9	-7	-22	-3
COc1ccc(CN2C(=O)CCC2(C)C(=O)NC2CCCCC2)c(OC)c1 (stereo unspecified)	-11	0.0	19	25	-2	-5	8	14	-2
CN(C(=O)CN1CCN(c2ccc([N+](=O)[O-])cn2)CC1)c1ccccc1	21	1.5	-15	24	0	10	5	-33	0
CCN(CC(=O)Nc1ccc(OC)c(OC)c1)CC(=O)Nc1ccccc1C(F)(F)F	1	1.8	5	-7	-4	-7	-5	-1	-1
O=C(COC(=O)c1ccccc1OC(F)F)Nc1ccc2[nH]c(=O)[nH]c2c1	5	0.6	3	-6	7	7	-2	6	3
C[C@@H](C(=O)Nc1nc2ccc(F)cc2s1)N1C(=O)C2CC=CCC2C1=O (stereo partly specified)	-7	-0.2	4	6	5	12	6	6	-2
NS(=O)(=O)c1cc2c(cc1Cl)NC(CC1CCCC1)NS2(=O)=O (stereo unspecified)	13	1.6	10	3	-18	6	-2	0	-4
O=C(C1COc2ccccc2O1)N1CCN(Cc2ccccc2)CC1 (stereo unspecified)	-11	-0.5	-6	.	-6	11	-2	6	0
CCCn1c(CC)nc([N+](=O)[O-])c1Sc1ccc(F)cc1	-1	0.3	2	-5	-80	0	-2	17	0
Cc1cccc(C(=O)NCCN(C)C)c1	-8	-0.4	19	-14	-2	3	1	-3	9
O=C(CSc1cn(Cc2cccc(F)c2)c2ccccc12)NCc1ccc(F)cc1	19	3.2	6	1	28	14	-2	33	2
C=CC[C@H](CC(=O)N(CCO)Cc1ccccc1)C(=O)NC[C@H](OC(=O)[C@@H](CC=C)Cc1ccc(F)cc1)c1ccccc1	13	7.6	9	5	-1	24	48*	71*	-6
Clc1cc2nc3ccccn3c2cc1Cl	-36	-2.1	-11	-37	-8	-13	-1	-4	0
NC(=O)c1ccc(NC(=O)COC(=O)c2ccc(Br)o2)cc1	8	0.8	8	-5	-10	9	1	-7	-2
CN(C)S(=O)(=O)Oc1ccsc1C(=O)Nc1ccc(Cl)cc1	3	0.6	12	8	-1	15	13	35	4
Cc1cc(C)nc(N2CCCC(C(=O)Nc3cccc(Cl)c3)C2)n1 (stereo unspecified)	-3	-2.8	9	-12	-15	12	-2	17	0
COc1ccc(C(C)=O)c2c(O)cccc12	14	2.2	-20	-21	-7	-6	-12	2	0
CCCc1cc2c(=O)c(-c3ccc4c(c3)OCCO4)c(C)oc2cc1OS(C)(=O)=O	7	0.1	3	2	16	-9	-2	20	1
CCN(CC)C(=O)Oc1ccc(Br)cc1C(=O)Nc1ccc(F)cc1F	3	0.4	5	2	-14	12	4	16	-2
COc1nc(NCc2ccco2)nc(NC2CCCCC2)n1	-42	4.6	-23	-9	0	13	-8	-6	3
COc1ccc(N(Cc2ccccc2)S(=O)(=O)c2cccc(C(=O)NC3=NCCS3)c2)cc1	12	2.1	5	5	6	5	9	11	-1
COCCOC1CCN(C(=O)C2CCC(=O)N(CCc3ccc(OC)cc3)C2)CC1 (stereo unspecified)	8	1.3	10	-8	-10	11	-4	10	-2
CNC(=S)N(Cc1ccc2c(c1)OCO2)C1CC(=O)N(c2ccccc2)C1=O (stereo unspecified)	4	1.4	7	1	-4	-2	-4	-11	1
CCN(CC)CCN1C(=O)C(O)=C(C(=O)c2cc3cccc(OC)c3o2)C1c1cccs1 (stereo unspecified)	6	0.6	8	5	.	-3	.	22	2
Cc1ccc(-n2c3c(cc(C(=O)N4CCN(C)CC4)c2=O)C(=O)CC(C)(C)C3)cc1	-7	-2.1	9	1	-7	6	0	40	0
CC1(C)CC(=O)c2sc(NC(=O)c3ccccc3)nc2C1	-127	3.0	-103	.	.	.	.	-122	0
C#CCOCCOCCOCCNc1nc(N2CCOCC2)nc(N2CCN(C(=O)[C@H]([C@@H](C)CC)n3cc([C@@H](N)CC(C)C)nn3)CC2)n1	24	0.1	6	15	-15	4	-2	16	1
CC(C(=O)OCC(=O)c1c(N)n(C)c(=O)n(C)c1=O)N1C(=O)c2ccccc2C1=O (stereo unspecified)	7	0.8	-4	-3	-9	-3	0	-20	0
Cc1cc(C(=O)CSc2nnc(N)s2)c(C)n1C1CC1	-36	5.3	-12	-44	-6	-3	-7	-23	1
Cc1ccc(S(=O)(=O)N(Cc2ccccc2)c2ccccc2C(=O)NCc2ccco2)cc1	-12	-1.1	7	96*	9	7	16	25	-2
Cc1[nH]c2ccc(F)cc2c(=O)c1SC(F)(F)C(F)C(F)(F)F (stereo unspecified)	-1	-0.6	-14	12	-4	-10	4	14	0
O=C(Nc1nccs1)c1ccc(Br)c(S(=O)(=O)N2CCCC2)c1	-8	1.9	3	1	8	5	9	11	-6
Cn1c(-c2ccccn2)[n+](C)c2ccccc21	8	-0.8	1	3	1	-14	-7	-36	1
COc1ccc(C(=O)NC2CC2)cc1OC1CCN(Cc2ccc(F)cc2Cl)CC1	-13	1.5	-34	24	2	19	-5	13	-1
CC(C)(C)OC(=O)C[C@H]1C/C=C\C[C@H](CC(=O)N[C@H](CO)Cc2ccccc2)C(=O)N2CCC[C@H]2COC1=O	9	-0.6	-12	-7	-7	8	4	-26	-1

3 compounds from above, ordered by their value in CXCR6 block, rising.
mol	CXCR6 block
C#CCOCCOCCOCCNc1nc(N2CCOCC2)nc(N2CCN(C(=O)[C@H]([C@@H](C)CC)n3cc([C@@H](N)CC(C)C)nn3)CC2)n1	-2
CC(C(=O)OCC(=O)c1c(N)n(C)c(=O)n(C)c1=O)N1C(=O)c2ccccc2C1=O (stereo unspecified)	0
O=C(Nc1nccs1)c1ccc(Br)c(S(=O)(=O)N2CCCC2)c1	9

(more compounds)
SMILES	Jurkat NFkB inh	CHOP UPR activ	697 NFkB inh	Gli-Sufu antag	EBI2 block	CCR6 antagonist	CXCR6 block	Mdm2 MdmX PPI	XBP1 UPR activ
O=C(OC(C(=O)NC1CCCC1)c1cccnc1)C1=Cc2ccccc2OC1 (stereo unspecified)	1	-1.2	-5	-4	3	-12	5	-6	-2
CCOP(=O)(OCC)C(O)c1cc(OC)c(OC)c(OC)c1 (stereo unspecified)	6	-2.5	12	-2	-6	3	-2	-15	-1
COc1ccccc1N1CCN(C(=S)Nc2ccc(F)cc2)CC1	2	-0.5	-17	14	-3	0	-1	20	-6
Cc1sc(N)nc1-c1ccccc1	-14	1.5	1	1	-6	-1	-11	-20	-1
CC(=O)N/N=C(\C)CC(=O)Nc1cccc2c1CCCC2	13	0.7	20	1	10	-1	-4	18	-2
CCCCCC(=O)NNC(=O)Nc1ccccc1	9	0.6	7	-11	-12	1	-2	13	-3
O=C(NCC1CC1)c1ccccc1Cl	0	-0.3	2	1	-16	8	1	15	-4
CCn1c(=O)c(C(=O)NNS(=O)(=O)c2ccc(NC(=O)OC)cc2)c(O)c2ccccc21	6	0.9	18	-23	-7	3	-12	3	-5
O=C(COC(=O)c1cccc(Cl)c1Cl)NCc1cccs1	2	-2.8	5	3	0	6	0	0	-1
O=C(CN1C(=O)CSC1=O)NCc1ccccc1	-4	0.2	2	4	-2	7	2	3	4
C=C(C)C1CC=C(C)/C(=N/NC(=O)CCCNc2cccc(C)c2)C1 (stereo unspecified)	7	-0.2	-1	-2	10	5	6	23	-1
CC1=CC(C)(C)N(C(=O)CNC2CCCCC2)c2cc(C)ccc21	4	0.3	1	19	2	3	-3	19	3
CCSc1ncc(Cl)c(C(=O)Nc2ccccc2C)n1	0	0.1	1	39	-8	14	-5	12	-6
O=C(c1cc(-c2ccc(Cl)cc2)on1)N1CCN(c2ccc(F)cc2)CC1	10	-1.3	17	12	19	10	-6	8	3
CC(Sc1nncs1)C(=O)Nc1ccc(Cl)cn1 (stereo unspecified)	-12	0.9	-2	-5	-13	14	-12	32	1
COc1ccc(Cl)cc1NC(=S)NCc1ccc(S(N)(=O)=O)cc1	8	1.3	5	2	0	21	-3	12	-3
CCCC(=O)Nc1nnc(CC(=O)OCC)s1	-4	-2.6	4	-2	-4	-2	-6	19	-3
O=C(Nc1nnc(-c2ccc(Br)cc2)o1)C1=COCCO1	-4	1.5	6	-15	4	10	10	5	0
CCOC(=O)c1oc2ccccc2c1NC(=O)C(C)(C)C	-24	1.7	1	-20	-5	15	-10	-47	-2
Cc1ccsc1C(=O)NCc1ccccc1Cl	2	1.5	3	-2	2	0	-10	9	-5
CC1CN(S(=O)(=O)c2ccc(C(=O)Nc3sccc3C(N)=O)cc2)CC(C)O1 (stereo unspecified)	2	0.8	-78	9	-4	-6	0	-17	0
O=C(CCn1c(=O)oc2ccccc21)Nc1ccc(C(=O)O)cc1	-4	-0.5	12	0	6	-7	-8	-8	-3

Source: PubChem

Compounds were not picked by outcome, and some 5% of all compounds hit somewhere here.
